KCNK9 inh – inhibitors of human KCNK9 two-pore domain potassium channel; AID 488922; HEK293 KCNK9, FluxOR thallium flux fluorescence; active compounds read low; B-score at 10 µM; 310,000 compounds, 1.2% hits;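 active = ratio B-score over 3 SD below the library mean, with starting fluorescence within 5 SD of its mean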;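 note: negative B-score means less thallium flux so channel inhibition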
Target sequence (Q9NPC2 whole entry, looked up, the tested form may be a part): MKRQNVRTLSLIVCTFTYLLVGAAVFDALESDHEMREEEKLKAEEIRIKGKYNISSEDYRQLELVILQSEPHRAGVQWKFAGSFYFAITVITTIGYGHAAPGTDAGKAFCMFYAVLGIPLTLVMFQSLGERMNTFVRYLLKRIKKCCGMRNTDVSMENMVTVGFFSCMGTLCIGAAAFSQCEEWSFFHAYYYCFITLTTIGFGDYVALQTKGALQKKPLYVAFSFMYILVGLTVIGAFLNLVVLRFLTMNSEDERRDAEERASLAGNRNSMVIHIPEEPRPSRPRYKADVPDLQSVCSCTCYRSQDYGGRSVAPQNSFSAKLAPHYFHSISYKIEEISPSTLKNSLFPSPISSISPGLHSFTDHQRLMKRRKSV
KCNQ1 inh – human KCNQ1 channel inhibition. 310,000 compounds, 1.3% hits. B-score at 10 µM. CHO-K1 KCNQ1, FluxOR thallium flux fluorescence; active compounds read high. P51787;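 active = compounds whose thallium flux B-score, printed positive for inhibition, exceeds three library SD while starting fluorescence stays within three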;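 note: channel opened by potassium depolarization with thallium stimulus after 20 min compound exposure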
RGS4 block – inhibitors of human RGS4; P49798; HEK293 M3R/RGS4 inducible, Fluo-4 calcium flux; active compounds read high; triggered by carbachol at its EC20; B-score at 10 µM; 310,000 compounds, 0.45% hits; AID 463165;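 active = B-score, a plate-corrected calcium signal, over three deviations above library mean, with baseline fluorescence within five deviations of library mean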;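 note: RGS4 expression induced by doxycycline in cells with stable M3 receptor; B-score is computed from the integrated fluorescence ratio over baseline after carbachol; higher B-score means a larger calcium signal and so more RGS4 inhibition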
Target sequence (P49798 whole entry, looked up): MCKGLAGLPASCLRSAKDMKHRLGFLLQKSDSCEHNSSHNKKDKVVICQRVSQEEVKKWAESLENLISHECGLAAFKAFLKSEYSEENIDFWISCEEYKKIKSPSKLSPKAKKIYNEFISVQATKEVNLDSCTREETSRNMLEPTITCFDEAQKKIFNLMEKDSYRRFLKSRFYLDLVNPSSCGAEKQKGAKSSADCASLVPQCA
hERG protect – compounds protecting human hERG from proarrhythmic drug block. AID 1511. 310,000 compounds, 0.51% hits. CHO-hERG, FluxOR thallium flux, dofetilide IC70 present. activation (rescue from dofetilide block), less the hit threshold, % at 10 µM. Q12809;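 active = activation above the mean of controls blocked by dofetilide plus 5 SD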;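 note: thallium influx through hERG after potassium depolarization seen as dye fluorescence rise; in these data hits start at about 4.7%; inactives centre near -7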
TMEM16A act – activators or potentiators of mouse TMEM16A chloride channel. Q8BHY3. HEK293 TMEM16A/YFP-H148Q/I152L, iodide quench fluorescence; active compounds read low. B-score at 10 µM. 340,000 compounds, 0.3% hits. AID 623877;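 active = fluorescence-ratio B-score plate-corrected deviation score at least 3 library SD below zero, with starting fluorescence score within 5 deviations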;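 note: channel opened by trigger with iodide after compound preincubation; score built on the fluorescence ratio of max minus min over baseline; more negative score means more quench and so TMEM16A activation or potentiation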
MrgX1 agonist – activates human MrgX1 receptor signaling. 310,000 compounds, 0.44% hits. Q96LB2. B-score at 10 µM. MrgX1-HEK293 cells, Fluo-4 calcium fluorescence, agonist mode; active compounds read high. AID 588627;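 active = calcium response B-score plate-corrected fluorescence ratio at least 3 library SD, with starting fluorescence B-score inside 5 SD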
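Material: MrgX1-expressing HEK293 cells; input: 15,000 cells per well; doses: test compound given as first of three sequential additions; schedule: overnight plating before 1 h dye loading; technique: Fluo-4 NW calcium-flux fluorescence, kinetic read; evaluation: baseline-normalised fluorescence change ratio, B-scored; control set: plate-wise positive and negative controls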
KCNK3 inh – human KCNK3 channel inhibition, primary screen. AID 602410. B-score at 10 µM. O14649. CHO-KCNK3 thallium flux, FluxOR fluorescence; active compounds read low. 340,000 compounds, 0.84% hits;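 active = B-score under library mean minus 4 SD, starting fluorescence ratio at most library mean plus 5 SD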;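 note: more negative B-score means stronger inhibition of thallium flux through KCNK3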
Target sequence (O14649 whole entry, looked up): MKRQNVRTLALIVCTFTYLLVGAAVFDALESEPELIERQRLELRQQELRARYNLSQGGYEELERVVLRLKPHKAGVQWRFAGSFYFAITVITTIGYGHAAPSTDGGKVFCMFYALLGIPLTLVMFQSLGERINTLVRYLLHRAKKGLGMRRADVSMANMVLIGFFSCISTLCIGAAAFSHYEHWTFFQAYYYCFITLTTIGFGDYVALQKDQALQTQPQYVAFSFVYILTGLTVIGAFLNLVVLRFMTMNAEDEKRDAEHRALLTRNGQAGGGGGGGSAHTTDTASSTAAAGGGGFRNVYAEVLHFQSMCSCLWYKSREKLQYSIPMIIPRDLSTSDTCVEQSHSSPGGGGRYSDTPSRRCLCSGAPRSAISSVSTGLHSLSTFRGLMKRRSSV
ANO1 block – inhibitors of mouse TMEM16A calcium-activated chloride channel; Q8BHY3; HEK293 TMEM16A/YFP iodide influx fluorescence, ionomycin; normalized B-score (activity score, 25-100; higher = stronger inhibition) at 10 µM; 310,000 compounds, 1.2% hits; AID 588511;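 active = ratio plate-corrected score three or more library SD toward inhibition, starting fluorescence score within five deviations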;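 note: score derived from kinetic fluorescence span divided by baseline fluorescence per well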
MrgX1 PAM – allosterically activates human MrgX1 receptor signaling. Q96LB2. MrgX1-HEK293, Fluo-4 calcium flux, FDSS; active compounds read high. B-score at 10 µM. 310,000 compounds, 0.63% hits. AID 588675;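 active = plate-corrected calcium response at least 3 library SD above typical, normal starting fluorescence, not activating the receptor alone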;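 note: compound read alongside a low EC10 to EC30 dose of BAM8-22 agonist; peak minus trough fluorescence over baseline measured at the second addition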
KCNQ1 pot – potentiates or activates the human KCNQ1 potassium channel | P51787 | CHO-K1 KCNQ1, thallium flux FluxOR fluorescence; active compounds read high | B-score at 10 µM | 310,000 compounds, 0.35% hits;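 active = fluorescence ratio B-score, a plate-corrected score, at least three library SD, with initial intensity B-score within 5 SD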
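Schedule – 37 °C overnight plating, 90-min dark dye load, 20-min compound pretreatment · System – stable KCNQ1 CHO-K1 line · Probe or stimulus – thallium- and potassium-containing depolarizing buffer · Measured by – kinetic FluxOR fluorescence, 10 s baseline plus 110 s post-stimulus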
RGS4 pot – RGS4 potentiation or activation; B-score at 10 µM; 310,000 compounds, 0.92% hits; HEK293 M3R/inducible RGS4, carbachol calcium flux Fluo4; active compounds read low;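 active = B-score of the integrated calcium signal more than 4 SD below the library mean, with starting fluorescence not abnormally high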;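 note: negative B-score means reduced calcium response which marks RGS4 activation or potentiation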
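Also added: carbachol at ECmax as muscarinic agonist stimulus; Assay system: HEK293 cells with stable M3R and inducible RGS4; Timing: overnight RGS4 induction, 30 min dye load 37 °C, 20 min compound RT; Measured by: Fluo4-AM (2 µM) calcium-flux fluorescence, kinetic read.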
An asterisk follows results filed as active; i = inactive.

item	Molecule	KCNK9 inh	KCNQ1 inh	RGS4 block	hERG protect	TMEM16A act	MrgX1 agonist	KCNK3 inh	ANO1 block	MrgX1 PAM	KCNQ1 pot	RGS4 pot
1	CCCCc1ccc(NC(=O)CSc2nc(=O)n(CCN(CC)CC)c3c2CCCC3)cc1	i	i	i	-22.0	i	i	i	i	i	i	i
2	OCCN1CCN(CC(O)COCC2COc3ccccc3O2)CC1 (stereo not drawn)	i	i	i	-4.1	i	i	i	i	i	i	i
3	CCc1cc(C(=O)NCC(C)(C)N2CCOCC2)sc1C	i	i	i	-8.9	i	i	i	i	i	i	i
4	O=C(COc1ccc(Br)cc1)N1CCc2ccccc21	i	i	i	-6.1	i	i	i	i	i	i	i
5	O=C(Cn1c(=O)oc2ccccc21)Nc1ccc(Br)cc1	i	i	i	-0.8	i	i	i	i	i	i	i
6	Cc1ccc(C(O)(c2ccccc2)c2ccccc2C(C)N(C)C)c(C)c1 (stereo not drawn)	i	i	i	-16.0	i	i	i	i	i	i	i
7	CCN1CCN(C(c2ccccc2F)c2nnnn2Cc2ccc3c(c2)OCO3)CC1 (stereo not drawn)	i	i	i	-8.6	i	i	i	i	i	i	i
8	CC(=C/c1ccccc1)/C=N/Nc1nc(N2CCOCC2)nc(N2CCOCC2)n1	i	i	i	-9.3	i	i	i	i	i	i	i
9	CC(CN1CCOCC1)OC(=O)c1ccc(Cl)cc1Cl (stereo not drawn)	i	i	i	-0.7	i	i	i	i	i	i	i
10	Nn1c(SCC(=O)Nc2ccccc2)nnc1-c1cccnc1	i	i	i	-12.0	i	i	i	i	i	i	i
11	CCCN1CCN(C(c2cc3cc4c(cc3[nH]c2=O)OCO4)c2nnnn2C(C)(C)C)CC1 (stereo not drawn)	i	i	i	-8.4	i	i	i	i	i	i	i
12	CCOc1ccc2[nH]c(SCC(=O)OC)c([N+](=O)[O-])c2c1	i	i	7.64*	-14.5	i	i	i	i	i	i	i
13	CCc1ccc(NC(=O)N(CCN2CCOCC2)Cc2ccc3c(c2)CCCN3CC)cc1	i	i	i	-12.9	i	i	i	i	i	i	i
14	CCOC(=O)CNC(=O)Cn1cnc2c(nnn2-c2ccccc2)c1=O	i	i	i	-2.7	i	i	i	i	i	i	i
15	O=C(CN1C2=NCCCN2c2ccccc21)c1cccc(Br)c1	i	i	i	-10.8	i	i	i	i	i	i	i
16	OCC1(c2cc(C(F)(F)F)n[nH]2)CCCCC1	i	i	i	-6.6	i	i	i	i	i	i	i
17	O=c1cc(N2CCc3ccccc3C2)[nH]c(=O)n1-c1ccc(Br)cc1	i	i	i	-14.2	i	i	i	i	i	i	i
18	CCCOc1ccc(CC(=O)N/N=C\c2ccc(F)cc2)cc1	i	i	i	-8.8	i	i	i	i	i	i	i
19	COc1cc2c(cc1OC)-c1cc(Nc3ccccc3C)nc(=O)n1CC2	i	i	i	-3.3	i	i	i	i	i	i	i
20	CC(C)(C)c1ccc(OC(=O)Cn2c(C(F)(F)F)nc3ccccc32)cc1	i	i	i	-6.1	i	i	i	i	i	i	i
21	O=C(C1CCCN(c2nnc(-n3cccc3)s2)C1)N1CCN(c2ccccc2)CC1 (stereo not drawn)	i	i	i	-26.3	i	i	i	i	i	i	i
22	COc1ccc(C(=O)Nc2c(O)ccc3ccccc23)cc1OC	i	i	i	-3.6	i	i	i	i	i	i	i
23	CCNS(=O)(=O)c1ccc(NC(=S)NCc2ccco2)cc1	i	i	i	-1.8	i	i	i	i	i	i	i
24	CCOC(=O)C1CCN(Cc2nnc(-c3ccccc3C)o2)CC1	i	i	i	-2.9	i	i	i	i	i	i	i
25	COCC(C)OC(=O)c1c(N)n(CCCN2CCOCC2)c2nc3ccccc3nc12 (stereo not drawn)	i	i	i	-19.6	i	i	i	i	i	i	i
26	CCc1noc(C)c1C(=O)NNC(=O)c1nn(CC)c(=O)c2ccccc12	i	i	i	-8.6	i	i	i	i	i	i	i
27	C/C(CC(=O)Nc1cc(C)ccn1)=N\NC(=O)c1cccc(F)c1	i	i	i	-8.9	i	i	i	i	i	i	i
28	c1ccc(-c2cccc(-c3ccccn3)n2)nc1	i	i	i	-4.3	i	i	i	i	i	i	i
29	N#Cc1c(F)cccc1NCc1cccs1	i	i	i	-8.3	i	i	i	i	i	i	i
30	CCOC(=O)C1=C(C)SC2=NS(=O)(=O)CCN21	i	i	i	-1.1	i	i	i	i	i	i	i
31	COc1ccccc1C(=O)NCCOc1ccc(C(C)(C)C)cc1	i	i	i	-14.0	i	i	i	i	i	i	i
32	O=C(Nc1ccc(F)cc1)C1CCC(N2C(=O)c3ccccc3C2=O)CC1 (stereo not drawn)	i	i	i	-2.6	i	i	i	i	i	i	i
33	COCC(C)n1c(C)cc(C(=O)CSc2nnnn2-c2ccc(O)cc2)c1C (stereo not drawn)	i	i	i	-14.2	i	i	i	i	i	i	i
34	Brc1ccc(CN2CCCCCC2)cc1	i	i	i	-8.1	i	i	i	i	i	i	i
35	Cc1ccccc1-n1nc(C)c2cc(C(=O)N3CCN(S(=O)(=O)c4ccc(Cl)cc4)CC3)sc21	i	i	i	-4.1	i	i	i	i	i	i	i
36	CCOc1ccc(S(=O)(=O)N(CC)CC(=O)NCc2ccco2)cc1C	i	i	i	-4.3	i	i	i	i	i	i	i
37	O=C(Nc1ccc(F)cc1F)c1cc2ncc(CCCl)cn2n1	i	i	i	-9.7	i	i	i	i	i	i	i
38	Oc1ccc(-c2[nH]nc(-c3ccccc3)c2-c2nc3ccccc3[nH]2)cc1	i	i	i	-9.5	i	i	i	i	i	i	i
39	COc1ccc(-c2c(C)n([O-])c3c([n+]2=O)CCCCC3)cc1OC	i	i	i	-22.2	i	i	i	i	i	i	i
40	NC(=O)c1cc(NC(=O)c2ccc(NS(=O)(=O)c3cccs3)cc2)cc(C(N)=O)c1	i	i	i	-8.3	i	i	i	i	i	i	i
41	COc1cccc(NC(=O)CSc2nc3ncc(Br)cc3[nH]2)c1	i	i	i	-7.3	i	i	i	i	i	i	i
42	Cc1ccc(S(=O)(=O)N(CC(O)CN2CCOCC2)c2cccc([N+](=O)[O-])c2)cc1 (stereo not drawn)	i	i	i	-8.1	i	i	i	i	i	i	i
43	Cc1ccc(OCC(=O)NCCNC(=O)c2ccncc2)cc1	i	i	i	-5.4	i	i	i	i	i	i	i
44	CCOCCCNC(=O)C(NC(=O)Cc1c[nH]c2ccccc12)c1ccc(OC)cc1 (stereo not drawn)	i	i	i	-11.4	i	i	i	i	i	i	i
45	CCn1cc(-c2csc(N)n2)c(C)n1	i	i	i	-2.0	i	i	i	i	i	i	i
46	CN(CCOc1ccccc1)S(=O)(=O)c1ccc2oc3ccccc3c2c1	i	i	i	0.6	i	i	i	i	i	i	i
47	O=C(NCCn1cc(SCC(=O)N2CCOCC2)c2ccccc21)c1ccccc1	i	i	i	-12.9	i	i	i	i	i	i	i
48	COc1ccc(C(C#N)Nc2ccc(C)cc2)cc1 (stereo not drawn)	i	i	i	-5.2	i	i	i	i	i	i	i
49	COc1ccc(S(=O)(=O)N2CCN(C/C=C/c3ccccc3)CC2)cc1NC(C)=O	i	i	i	-5.7	i	i	i	i	i	i	i
50	CN1CCN(P(=O)(c2ccccc2)c2nc3ccccc3s2)CC1 (stereo not drawn)	i	i	i	-8.6	i	i	i	i	i	i	i
51	CC(C)COCC(O)CCC(=O)NNC(=S)Nc1ccccc1 (stereo not drawn)	i	i	i	-6.9	i	i	i	i	i	i	i
52	Cc1cc(OCc2cc(C(=O)N(C)CCc3cnn(C)c3)no2)cc(C)c1Cl	i	i	i	-9.6	i	i	i	i	i	i	i
53	COc1cccc(OC)c1C(=O)NC(C)c1ccccc1 (stereo not drawn)	i	i	i	2.1	i	i	i	i	i	i	i
54	Cc1cc(C)cc(NC(=O)Cn2cc(C=O)c3ccccc32)c1	i	i	i	-0.6	i	i	i	i	i	i	i
55	Cc1nnsc1-c1nc2ccccc2[nH]1	i	i	i	-2.4	i	i	i	i	i	i	i
56	CC(=O)N(c1nc(CCl)cs1)c1c(C)cc(C)cc1C	i	i	i	-9.3	i	i	i	i	i	i	i
57	O=C(NCCc1ccc(Cl)cc1)c1nnc(Cc2ccc(Cl)cc2)o1	i	i	i	-2.6	i	i	i	i	i	i	i
58	Cc1cc(C(=O)OCC(=O)Nc2nnc(C(C)C)s2)c2ccccc2n1	i	i	i	-3.3	i	i	i	i	i	i	i
59	N#CCCN(C(=O)COC(=O)c1ccc2c(=O)n3c(nc2c1)CCC3)c1ccccc1	i	i	i	-2.4	i	i	i	i	i	i	i
60	CCN(CC)c1ccc2c(c1)C(=O)N(C)C2=O	i	i	i	-6.6	i	i	i	i	i	i	i

Other structures.
item	Molecule	KCNK9 inh	KCNQ1 inh	RGS4 block	hERG protect	TMEM16A act	MrgX1 agonist	KCNK3 inh	ANO1 block	MrgX1 PAM	KCNQ1 pot	RGS4 pot
61	COc1ccc(-c2cn3cc(C(=O)NN)ccc3n2)cc1	i	i	i	5.2*	i	i	i	i	i	i	i
62	OCCC1CN(Cc2cnc(-c3ccccc3)s2)CCN1C1CCCCC1 (stereo not drawn)	i	i	i	-11.8	i	i	i	i	i	i	i
63	O=C(O)C1(c2ccccc2)CCN(S(=O)(=O)c2ccc(Cl)cc2)CC1	i	i	i	-1.4	i	i	i	i	i	i	i
64	COc1ccc(S(=O)(=O)Nc2noc3ccccc23)cc1OC	i	i	i	-5.2	i	i	i	i	i	i	i
65	O=C1CC(NS(=O)(=O)c2cccnc2)CN1c1cccc(F)c1 (stereo not drawn)	i	i	i	-10.8	i	i	i	i	i	i	i
66	Cc1nc2c3ccccc3nc(NNC(=O)CCC(=O)NCCN3CCN(c4ccccc4F)CC3)n2n1	i	i	i	-3.1	i	i	i	i	i	i	i
67	Cc1nn(CCC(=O)NNC(=S)NCC(C)C)c(C)c1Br	i	i	i	-14.2	i	i	i	i	i	i	i

Assay outcomes: PubChem BioAssay, Johns Hopkins Ion Channel Center

Compounds were not picked by outcome (roughly 6.3% active in at least one column).
